From PubChem
ADAM10 inh: ADAM10 inhibition, QFRET primary screen | AID 720582 | 370,000 compounds, 0.62% hits | inhibition, % at 7 µM | O14672 | recombinant ADAM10, EDANS/DABCYL FRET peptide cleavage, 3 h;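 active = inhibition above a per-campaign cutoff equal to the mean of compounds falling between control-based bounds plus 3 SD, cut at about 20% in these data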;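 also: 0% = DMSO wells while the 100% control is not disclosed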
Target sequence (O14672 214-748 limits assumed): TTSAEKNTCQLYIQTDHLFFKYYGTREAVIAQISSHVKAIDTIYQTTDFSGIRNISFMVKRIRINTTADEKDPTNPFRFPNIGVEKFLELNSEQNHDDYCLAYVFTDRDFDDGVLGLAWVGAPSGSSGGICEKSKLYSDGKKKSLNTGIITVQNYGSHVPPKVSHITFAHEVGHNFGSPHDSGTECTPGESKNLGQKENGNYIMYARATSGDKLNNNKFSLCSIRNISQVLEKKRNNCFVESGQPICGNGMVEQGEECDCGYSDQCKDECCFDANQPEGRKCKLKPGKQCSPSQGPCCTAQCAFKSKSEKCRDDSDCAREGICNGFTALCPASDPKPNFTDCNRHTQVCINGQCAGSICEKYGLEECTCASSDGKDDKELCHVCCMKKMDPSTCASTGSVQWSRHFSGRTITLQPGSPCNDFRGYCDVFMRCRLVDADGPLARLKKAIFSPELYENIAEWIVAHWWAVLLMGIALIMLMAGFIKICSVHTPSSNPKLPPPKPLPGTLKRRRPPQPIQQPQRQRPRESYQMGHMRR
ADAM17 inh: inhibits human ADAM17; recombinant ADAM17, EDANS/DABCYL FRET peptide cleavage; P78536; inhibition, % at 6.95 µM; 370,000 compounds, 0.83% hits; AID 720648;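 active = inhibition above the mean of compounds lying between control limits plus 3 SD, set per campaign, cut at about 8.5% in these data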;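 also: 0% = DMSO-only wells as the low control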
Tn7 DDE FP: inhibitors of Tn7 peptide binding to human fibrin DD(E); AID 720508; FP displacement of FITC-Tn7 peptide from fibrin DD(E); 0% = median of compound wells per plate; P02675; 370,000 compounds, 0.13% hits; inhibition, % at 8.3 µM;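 active = inhibition above the mean of compounds falling within the control limits plus 3 SD of them, cut at about 14% in these data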;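 also: 0% = plate median of compound wells and 100% = 10 µM Aha-Tn7 peptide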
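system = human fibrin DD(E) protein | quantity = DD(E) 2 µM final | medium = Tris/NaCl/CaCl2 buffer, pH 7.8 | also added = labelled Tn7 tracer, 0.1 µM | compound dosing = single point at 8.3 µM | timing = compound with protein 10 min, then 3 h after probe, room temperature | signal = FP measurement | benchmarks = Aha-Tn7 high control | repeats = one replicate per compound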
PLC-beta3 inh: PLC-beta3 (human) inhibition, primary screen; Purified PLC-beta3, fluorogenic substrate, fluorescence; inhibition, % at 12.2 µM; 370,000 compounds, 0.18% hits; in the data active = inhibition above about 11%;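 also: 0% = median of compound wells on plate and 100% = full blocker control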
ARFGAP1 inh: inhibitors of rat ARFGAP1; Q62848; Arfgap1-stimulated ARF1 GTP hydrolysis, GDP FP detection; inhibition, % at 16.5 µM; 360,000 compounds, 0.26% hits;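 active = inhibition above a per-plate limit, mean inhibition of low control wells plus 3 SD, cut at about 25% in these data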;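 also: 0% = DMSO wells with enzyme and 100% = wells lacking Arfgap1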
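System: truncated rat Arfgap1 GAP domain / Benchmarks: high control wells lacking Arfgap1, low control full reaction with DMSO / Times: compound-enzyme preincubation 20 min, reaction 120 min, detection 60 min, 25 °C / Repeats: one replicate per compound / Also added: human ARF1(Δ1-17)-GTP substrate / Measured by: Tracer-displacement fluorescence polarization with EDTA stop, 620/688 nm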
ASAP1 inh: ASAP1 ArfGAP inhibition. AID 624377. Q9ULH1. 360,000 compounds, 0.19% hits. ASAP1-stimulated ARF1 GTP hydrolysis, GDP FP detection. inhibition, % at 16.5 µM; in the data active = inhibition above about 25%;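 also: 0% = vehicle with enzyme and substrate and 100% = no enzyme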
DDE Tn6 FP inh: disrupts Tn6 cyclic peptide binding to fibrin D-Dimer-E complex. AID 720509. P02675. Fibrin DD(E) TRITC-Tn6 fluorescence polarization displacement. 370,000 compounds, 0.21% hits. inhibition, % at 8.3 µM;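 active = inhibition above a per-campaign cutoff: mean of compounds within control limits plus 3 SD, cut at about 15% in these data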;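 also: 0% = median of all compound wells on the plate and 100% = blocking peptide control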
TDP2 absorb: blocks human TDP2 phosphodiesterase activity | recombinant TDP2, T5PNP hydrolysis, p-nitrophenol absorbance 415 nm | O95551 | inhibition, % at 12.8 µM | 370,000 compounds, 0.34% hits | AID 720702;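 active = inhibition above the mean of all tested compounds plus 3 SD, set per campaign, cut at about 25% in these data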;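 also: 0% = DMSO with enzyme and 100% = buffer with substrate but no TDP2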
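Material: recombinant human TDP2; quantity: TDP2 enzyme at 120 nM final; medium: Tris-HCl pH 7.5 with MgCl2; compound: single concentration, 12.8 µM nominal, with 1% DMSO; incubation: 2 h enzyme incubation at 37 °C; signal: epi absorbance; measure: percent inhibition; benchmarks: high control without enzyme, low control DMSO plus TDP2; repeats: singlicate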
PLCg1 inh: inhibitors of human phospholipase C gamma1. P19174. purified PLC-gamma1, fluorogenic substrate, fluorescence. inhibition, % at 12.2 µM. 370,000 compounds, 0.84% hits. AID 720700; in the data active = inhibition above about 9.5%
SIAE inh: blocks human sialic acid acetylesterase; Q9HAT2; SIAE FP-Rh probe binding, fluorescence polarization; inhibition, % at 9.66 µM; 370,000 compounds, 0.69% hits; AID 1053197;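 active = inhibition above a cutoff: mean of compounds within the control limits plus 3 SD of those, cut at about 17% in these data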;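 also: 0% = plate median of compound wells and 100% = probe without SIAE protein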
Target sequence (Q9HAT2 whole entry, looked up): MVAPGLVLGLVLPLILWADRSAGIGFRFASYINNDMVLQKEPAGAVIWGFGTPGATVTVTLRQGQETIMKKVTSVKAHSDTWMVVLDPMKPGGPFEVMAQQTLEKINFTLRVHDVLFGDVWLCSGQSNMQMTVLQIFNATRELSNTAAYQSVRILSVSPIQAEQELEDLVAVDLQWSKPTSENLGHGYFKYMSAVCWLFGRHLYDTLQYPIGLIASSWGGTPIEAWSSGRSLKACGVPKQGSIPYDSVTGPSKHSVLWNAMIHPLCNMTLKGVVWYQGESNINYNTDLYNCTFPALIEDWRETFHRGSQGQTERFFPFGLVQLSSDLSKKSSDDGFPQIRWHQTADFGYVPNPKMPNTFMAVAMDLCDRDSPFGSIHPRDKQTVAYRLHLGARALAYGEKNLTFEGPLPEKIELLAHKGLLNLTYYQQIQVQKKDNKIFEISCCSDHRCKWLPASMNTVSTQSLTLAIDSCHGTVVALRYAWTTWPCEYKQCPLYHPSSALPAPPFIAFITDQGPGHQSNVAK
Starred values were filed as active, the others as inactive; . = no result given.

ADAM10 inh	ADAM17 inh	Tn7 DDE FP	PLC-beta3 inh	ARFGAP1 inh	ASAP1 inh	DDE Tn6 FP inh	TDP2 absorb	PLCg1 inh	SIAE inh	molecule
-6	0	0	2	-3	-6	6	-2	0	-1	CCOC(=O)c1c(C)[nH]c(C)c1C(=O)CSc1nnnn1-c1ccccc1
4	-4	2	5	4	-3	6	-3	-1	-3	COc1ccc(CN2CCN(Cc3ccc(C)cc3)C(CCO)C2)cc1OC (stereo not given)
6	-3	7	-5	8	-3	5	4	3	-4	Nc1nc(Cl)c(C=O)c(N2CCCCC2)n1
1	-3	-6	2	-1	1	6	5	0	3	COc1ccc(C(=O)N2CC=C(c3ccccc3)CC2)cc1S(=O)(=O)N1CCOCC1
5	-3	4	-1	5	-10	-6	-1	4	2	CCNCC(O)COCC(O)CNCC (stereo not given)
10	7	0	-10	.	.	-5	1	-3	-7	COc1ccc(-c2nnc(SCC(=O)N/N=C\C=C/c3ccco3)n2-c2ccc(C)cc2)cc1
6	-2	2	1	8	-9	5	-8	1	-11	Cc1ccc(S(=O)(=O)NCCOc2nc(N(C)C)nc(N3CCOCC3)n2)cc1
5	3	3	2	-6	11	2	-2	5	1	CN(C(=O)c1cccc(NC(=O)Cc2ccc(NC(=O)C3CCCN(C(=O)C4CCC4)C3)cc2)c1)C1CCCC1 (stereo not given)
0	-6	-5	2	4	5	-2	9	-1	1	C=CCNc1ncnc2c1ncn2C1OC(CO)C(O)C1O (stereo not given)
-2	1	-2	-1	-3	1	1	17	1	-2	CCn1c(SCC(=O)Nc2ccccc2C)nc2nc3c(cc2c1=O)COC(C)(C)C3
-36	2	5	-40	19	-3	9	-16	-27	11	COc1ccc(OC)c(NC(=O)CSc2nncc3ccc(OC)c(OC)c23)c1
0	0	-2	4	9	-3	-2	-2	5	1	CCn1c(SCC(=O)Nc2ccc3c(c2)OCO3)nnc1-c1cnccn1
-4	-2	-7	-87	-11	-6	-11	-13	-56	-153	COc1cc(/C=C2\SC(=S)N(C(Cc3ccccc3)C(=O)O)C2=O)ccc1O (stereo not given)
-6	-4	4	3	10	2	-5	-1	-2	-5	Cc1cc(C)cc(-n2c(SCC(=O)NCc3ccc4c(c3)OCO4)nc3ccccc3c2=O)c1
11	3	-5	4	7	-15	-2	-17	3	-10	Cc1ccc(-c2nc(CS(=O)(=O)CC(=O)NC3CCCCC3C)c(C)o2)cc1 (stereo not given)
2	-1	-11	-1	2	7	3	1	1	2	FC(F)(F)c1cccc(-c2noc(CN3CCOCC3)n2)c1
4	-1	7	-3	-1	7	-1	11	-4	-9	O=C(/C=C/c1ccccc1)c1ccc2ccccc2c1
8	-3	-2	0	-13	8	6	0	2	-2	CCOC(=O)N1CCN(CC(=O)Nc2cccc(Br)c2)CC1
-3	-1	-6	-5	11	0	-2	5	0	0	O=C(Nc1cccc(S(=O)(=O)N2CCOCC2)c1)c1ccc(Cl)nc1
0	4	-1	-7	-9	-5	-3	4	-1	-5	O=S(=O)(c1ccc(SCCOc2ccccc2Cl)nc1)N1CCCC1
0	-1	1	5	7	-1	4	-3	-1	6	CN1CCN(c2ccc([N+](=O)[O-])cc2C(=O)c2ccccc2)CC1
-10	-1	0	-5	-6	14	4	-6	-3	4	Cc1ccc2cc(C)c(SCC#N)nc2c1
-4	2	-2	4	6	5	2	-7	1	-2	O=S(=O)(c1ccccc1)c1cnc(-c2ccccc2)nc1N1CCCC1
-1	1	-5	2	-7	6	4	13	0	5	CCc1cc(C(=O)NNC(=S)Nc2cc(C)ccc2C)cs1
0	0	5	1	-5	11	3	-13	0	-12	Cc1ccc(Cl)cc1NC(=O)CC(O)(C(F)(F)F)C(F)(F)F
5	2	3	-10	-19	4	1	7	0	-4	Cc1cc(NC(=O)c2cc(-c3ccccc3Cl)nc3ccccc23)no1
-7	-1	4	-3	-3	-2	1	6	-1	-3	C/C(=N\NC(=O)c1ccc(=O)[nH]n1)c1cccnc1
-7	-4	0	-6	-3	-5	7	-12	-5	-1	c1ccc(OCCOc2cccc3cccnc23)cc1
15	8	-8	-25	-4	1	5	-13	-33	-2	CCCc1ccc(O)c(N=Cc2cc(Br)cc(OCC)c2O)c1
-71	-17	-1	-11	3	14	-8	-13	-7	-1	COc1cc2ccccc2cc1C(=O)N1CCCC(C(F)(F)F)C1 (stereo not given)

Next structures:
ADAM10 inh	ADAM17 inh	Tn7 DDE FP	PLC-beta3 inh	ARFGAP1 inh	ASAP1 inh	DDE Tn6 FP inh	TDP2 absorb	PLCg1 inh	SIAE inh	molecule
-2	1	3	3	1	-1	7	-10	1	-4	O=C(CN1C(=O)NC2(CCCCCC2)C1=O)NC1CCCCCCC1
6	-4	3	3	1	-1	10	7	4	3	C#CCSc1nnc(-c2ccc(C)cc2)o1
-2	-4	-3	1	8	5	-5	-17	-7	-7	CN1CCN(Cc2c(C#N)c3ccccc3n2C)CC1
-9	-7	4	-3	-1	19	-1	-2	0	1	CC(C)NC(=O)c1ccc(-c2cc(C(F)(F)F)ccc2Cl)o1
-18	-6	-2	-1	1	-1	-8	-5	-1	7	CC(C)=CCC/C(C)=C/CNC(=O)C[C@H]1C[C@H](C(=O)N2CCCCC2)[C@@]2(C)c3[nH]c4ccc(Cl)cc4c3CCN2C1=O
0	-3	1	-68	-5	1	-6	-10	-53	-18	CCOC(=O)C1=C(O)/C(=C/c2ccc(OCC(=O)O)c(OCC)c2)SC1=Nc1ccc(C)cc1
-6	-1	8	-35	16	18	0	2	-29	-44	CC(=O)Nc1ccc(S(=O)(=O)Nc2cccc(-c3nc4ccccc4o3)c2)cc1
1	0	-5	2	-3	12	-2	-8	4	-10	CC(NC(=O)CCNC(=O)c1ccco1)c1ccc(F)cc1 (stereo not given)
-5	-4	-7	-4	2	7	3	5	-2	1	COc1cccc(N(CC(=O)NC2CCCCC2)C(=O)CCC(=O)Nc2nc(C)cs2)c1
-3	3	0	0	5	-6	3	-3	3	2	O=C(c1cccc(C(F)(F)F)c1)C1CCCN(Cc2cccc(OCCO)c2)C1 (stereo not given)
-1	1	1	-5	4	0	11	0	0	-8	O=C(O)c1cccc(S(=O)(=O)Nc2ccc3c(c2)CCC3)c1
-1	-1	3	0	-1	-5	-4	-6	0	0	CCCCCC(=O)NNC(=O)c1c(O)c2ccccc2n(CC)c1=O
-6	-5	-2	-2	-6	4	-7	-2	7	17*	COc1ccc(S(=O)(=O)Nc2cc3c4c(c2)CCN4C(=O)CC3)cc1
4	-3	4	-16	-16	9	4	2	-14	-6	O=c1oc(-c2cccs2)nc2ccc(Cl)cc12
-7	-2	4	-3	4	-12	2	-14	-1	3	CC(NC(=O)C12CC3CC(CC(O)(C3)C1)C2)c1ccccc1 (stereo not given)
-1	-5	-7	-6	3	6	-7	3	-1	-4	NC(=O)COC(=O)[C@@H]1CC(O)CN1S(=O)(=O)c1ccc2c(c1)OCCO2 (stereo not given in full)
4	-2	8	4	7	9	0	2	-3	5	CCc1ccc(/C=C2\SC(=S)N(CCC(=O)Nc3cc(C)on3)C2=O)cc1
8	2	-2	4	0	-14	-8	11	3	0	CCOC(=O)[C@]12CCC=C1N(Cc1ccc(Cl)cc1Cl)C(=O)[C@H](CC(=O)N1CCC(c3ccccc3)CC1)C2
2	5	-2	-4	-8	0	7	-4	-1	6	CCN(CC)C(=O)c1sc(NC(=O)c2ccoc2C)c(C(=O)OC)c1C
9	-2	3	3	-7	14	5	4	0	6	COc1ccc(NC(=O)CSc2nnc(NC(C)=O)s2)c([N+](=O)[O-])c1
-8	-1	-4	2	5	0	-6	4	1	-2	COc1cc(NC(=O)C(=O)NCCN2CCNCC2)c(OC)cc1Cl
3	0	2	1	-4	-5	2	3	3	3	O=C(Nc1ccc(Cl)cc1N1CCOCC1)C1CC1
-1	-2	-4	-4	6	1	3	-3	4	-2	CCCCC(=O)Nc1ccccc1N1CCN(c2ccccc2)CC1
-10	-3	3	-3	-1	-1	7	13	-3	-2	CCN(CC(=O)Nc1c(F)cccc1F)C(=O)c1ccc2c(c1)NC(=O)C(C)S2 (stereo not given)
-9	0	-6	-4	10	9	3	14	2	-2	Cn1c(=O)cc(OCC(=O)N2CCCc3ccccc32)c2ccccc21
-2	-3	-9	-3	5	8	-2	-1	3	-2	O=C(Nc1ccncc1)c1cccc(F)c1
0	-2	-7	-7	26*	19	0	-12	-12	-42	Cc1nc2ccc(NC(=O)c3ccc(Cl)c(NC(=O)c4cccs4)c3)cc2s1
-3	-5	-1	1	3	5	1	-1	1	-2	COc1cccc(NC(=O)Cn2cnc3sc(C)c(S(=O)(=O)N4CCN(C)CC4)c3c2=O)c1
3	0	3	-8	-4	3	-4	3	-4	4	Cc1ccc(C(=O)N/C(=C\c2cn(C)c3ccccc23)C(=O)NCCCn2ccnc2)cc1
2	-3	5	-5	0	0	10	6	4	2	CCCN1CCN(CC(=O)Nc2nnc(C)s2)CC1

Four entries drawn at random from those above, as already listed:
ADAM10 inh	ADAM17 inh	Tn7 DDE FP	PLC-beta3 inh	ARFGAP1 inh	ASAP1 inh	DDE Tn6 FP inh	TDP2 absorb	PLCg1 inh	SIAE inh	molecule
10	7	0	-10	.	.	-5	1	-3	-7	COc1ccc(-c2nnc(SCC(=O)N/N=C\C=C/c3ccco3)n2-c2ccc(C)cc2)cc1
-6	-4	4	3	10	2	-5	-1	-2	-5	Cc1cc(C)cc(-n2c(SCC(=O)NCc3ccc4c(c3)OCO4)nc3ccccc3c2=O)c1
-2	1	3	3	1	-1	7	-10	1	-4	O=C(CN1C(=O)NC2(CCCCCC2)C1=O)NC1CCCCCCC1
-1	1	1	-5	4	0	11	0	0	-8	O=C(O)c1cccc(S(=O)(=O)Nc2ccc3c(c2)CCC3)c1

More results.
ADAM10 inh	ADAM17 inh	Tn7 DDE FP	PLC-beta3 inh	ARFGAP1 inh	ASAP1 inh	DDE Tn6 FP inh	TDP2 absorb	PLCg1 inh	SIAE inh	molecule
1	1	1	-1	10	-11	-2	-8	-4	-1	COc1ccc(CCNC(=O)C(=O)NCC2OCCN2S(=O)(=O)c2cc(F)ccc2F)cc1 (stereo not given)
-102	-26	8	-11	.	.	-7	-1	-11	1	Cc1nn(-c2ccccc2)c2sc(C(=O)NCC3CCCO3)cc12 (stereo not given)
3	-2	9	3	10	-15	4	-3	-2	10	CSc1nnc(CNS(=O)(=O)c2ccc(Cl)cc2)n1C
-7	2	6	-3	1	-2	4	2	-3	6	O=C(NCc1ccncc1)c1cccc(S(=O)(=O)Nc2ccc(F)cc2)c1
-11	-3	4	2	7	4	-10	6	0	1	CC1CCN(CC(O)COc2ccc(F)cc2)CC1 (stereo not given)
14	1	-3	4	18	-2	3	5	4	-2	CN(C)C(C)(C)C#CCC(c1ccccc1)c1ccccc1
